Screens: PubChem BioAssay, National Center for Advancing Translational Sciences (NCATS)
FEN1 inhibitor = qHTS Assay for the Inhibitors of Human Flap endonuclease 1 (FEN1); P39748; Recombinant FEN1 flap cleavage, fluorescence, 15 min; Potency, µM (series often up to 114 µM), for inactives: top-dose activity change, negative = inhibition, usual class: inhibitors; 390,000 compounds, 0.35% hits; AID 588795, 2011; also: nearly all actives have a fitted effect of over 65% in size
Target sequence (P39748 whole entry, looked up): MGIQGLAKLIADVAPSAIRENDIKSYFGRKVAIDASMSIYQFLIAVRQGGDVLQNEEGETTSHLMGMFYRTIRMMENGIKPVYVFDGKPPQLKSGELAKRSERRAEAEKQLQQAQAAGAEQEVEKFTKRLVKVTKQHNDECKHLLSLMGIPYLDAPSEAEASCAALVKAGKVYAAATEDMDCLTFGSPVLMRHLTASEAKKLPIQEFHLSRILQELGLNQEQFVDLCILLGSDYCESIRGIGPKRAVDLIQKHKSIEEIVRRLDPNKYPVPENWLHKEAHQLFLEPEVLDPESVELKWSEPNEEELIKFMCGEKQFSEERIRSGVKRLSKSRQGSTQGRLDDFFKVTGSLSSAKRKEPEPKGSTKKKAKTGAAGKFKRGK
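Concentration–response screening of FEN1 (10 nM): 15 min compound preincubation at room temperature, reaction started with 50 nM substrate and read at 0 and 15 min. Corrected, normalized data were fitted by a four-parameter Hill equation.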
N370S GC mod = qHTS Assay for Inhibitors and Activators of N370S glucocerebrosidase as a Potential Chaperone Treatment of Gaucher Disease | Lysosomal acid glucosylceramidase (Homo sapiens), P04062 | N370S GC spleen homogenate, 4MU-glucoside fluorescence | Potency, µM (highest dose often 59.4 µM), without a hit: at the highest dose activity change, negative = inhibition, actives largely listed as inhibitors | 330,000 compounds, 0.092% hits | AID 2101, 2009;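 also: 0% = full enzyme activity and -100% = no enzyme basal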
TDP1 block = qHTS Assay for Inhibitors of Tyrosyl-DNA Phosphodiesterase (TDP1) | recombinant TDP1, AlphaScreen DNA substrate cleavage | Potency, µM (titrated, usually from 130 µM), inactives show at the highest dose activity change, negative = inhibition, usual class: inhibitors | 350,000 compounds, 0.28% hits | AID 485290, 2010; also: nearly all actives have a fitted effect of over 40% in size
Target sequence (Q9NUW8 whole entry, looked up): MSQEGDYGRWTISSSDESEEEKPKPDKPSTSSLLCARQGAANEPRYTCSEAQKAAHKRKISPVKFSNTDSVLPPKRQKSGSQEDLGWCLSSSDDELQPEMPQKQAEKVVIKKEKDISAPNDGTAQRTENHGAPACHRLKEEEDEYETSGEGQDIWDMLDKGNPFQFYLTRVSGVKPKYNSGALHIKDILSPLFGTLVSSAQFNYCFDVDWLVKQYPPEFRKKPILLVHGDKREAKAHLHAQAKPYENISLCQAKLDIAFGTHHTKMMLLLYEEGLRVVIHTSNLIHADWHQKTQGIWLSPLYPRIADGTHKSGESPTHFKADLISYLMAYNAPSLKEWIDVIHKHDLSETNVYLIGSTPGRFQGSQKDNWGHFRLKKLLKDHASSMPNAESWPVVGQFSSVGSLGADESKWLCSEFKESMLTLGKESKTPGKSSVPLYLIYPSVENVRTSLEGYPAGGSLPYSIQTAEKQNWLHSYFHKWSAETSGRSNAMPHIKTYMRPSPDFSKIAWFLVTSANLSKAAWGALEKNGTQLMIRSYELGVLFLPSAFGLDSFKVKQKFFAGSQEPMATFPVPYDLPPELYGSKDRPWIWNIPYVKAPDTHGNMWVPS
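Compounds were preincubated with Tdp1 (1 nM final) for 15 min at room temperature before substrate (15 nM final) started a 5 min reaction; beads (10 ug/ml final) were then added for 10 min before AlphaScreen detection.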
An asterisk follows results filed as active; ? = inconclusive; nt = no result given; & = joins results of further samples; [ ] = dose if it differs, or a comment. Calls follow the shape of the dose curve; as a rule, active = well fitted curve in the direction sought with a large enough effect; inconclusive = small, poorly fitted or top-dose-only effect, or another doubt; inactive = no such curve, though single readings can be large; an effect the other way counts as inactive or inconclusive. Unless noted, % is scaled to controls: 0 for no effect and ±100 for the full control effect; potency is read from the fitted curve at half-maximal effect.

Values run as follows: FEN1 inhibitor, N370S GC mod, TDP1 block
> CCOc1ccc(N2C(=O)Nc3ccccc3C2(O)C(=O)NCc2ccco2)cc1 (stereo not given)
→ 0%, 0%, -3%
> COc1ccccc1C(=O)NCCC(=O)N1CCN(c2ccccc2Cl)CC1
→ -5%, -6%, nt
> Cc1ccc(Cl)cc1N1CCN(C(=O)c2nn(C)c3c2CS(=O)(=O)c2ccccc2-3)CC1
→ -5%, nt, 5%
> O=C(Cc1ccc(-c2ccccc2)cc1)NCc1ccccc1
→ 1%, 2%, 0%
> CCc1nn2c(=O)c(S(=O)(=O)Nc3ccccc3)c(C)nc2s1
→ 2%, -1%, nt
> Cc1c(NC(=O)C(C)(C)Oc2ccc(Cl)cc2)cccc1-c1nc2ccccc2o1
→ -15%, nt, -5%
> O=C(/C=C/c1ccccc1Cl)NNC(=O)c1ccncc1
→ 0%, nt, 1%
> Cc1cc2[nH]c(=O)c(=O)[nH]c2cc1S(=O)(=O)Nc1ccc(OC(F)(F)F)cc1
→ -5%, nt, 5%
> O=C(CSc1nc2c([nH]c3ccccc32)c(=O)n1-c1cccc(C(F)(F)F)c1)N1CCCC1
→ -10%, nt, 0%
> Cc1cc(C)c2nc(/N=C(\N)NC(=O)c3ccccc3)nc(C)c2c1
→ 0%, -6%, nt
> C=CCNc1nc(C(=O)OCC(=O)N(Cc2ccccc2)C(C)C)cs1
→ -3%, nt, 2%
> Cc1cc(C)c(C)c(S(=O)(=O)N2CCN(Cc3nc4ccccc4[nH]3)CC2)c1C
→ -12%, -25%, 7%
> Cc1ccc(CNc2ccc(-c3nc(-c4cccnc4)no3)cc2[N+](=O)[O-])cc1
→ -10%, nt, 9%
> Cc1cc(C)c(S(=O)(=O)N2CCN(c3ccccc3)CC2)c(C)c1
→ 1%, 0%, nt
> Cc1cccc(-n2ncc3c(N)ncnc32)c1
→ -1%, -3%, 6%
> O=C(c1ccc(OC2CCN(CCc3ccccc3)CC2)cc1)N1CCCC(CCCO)C1 (stereo not given)
→ -10%, -4%, 4%
> CS(=O)(=O)N(CC(=O)N1CCc2ccccc2C1)c1cccc([N+](=O)[O-])c1
→ 1%, 1%, 4%
> COC(=O)COc1cccc(NC(=O)c2cccc(C)c2)c1
→ 16%, -5%, 5%
> NC(=O)c1ccc(NC(=O)c2ccc(COc3ccccc3Br)cc2)cc1
→ 3%, 0%, -5%
> O=C(NCc1ccc2c(c1)OCO2)c1cccnc1
→ -7%, 5%, 2%
> Cc1cccc(C)c1NC(=O)N1CCC(n2c(=O)[nH]c3ccccc32)CC1
→ -2%, -4%, -1%
> CCN(CC)CCNC(=S)N1CCn2c(nc3ccccc32)C1
→ -10%, -5%, 3%
> N#Cc1ccc(-c2cccnc2)nc1SCc1ccc(Cl)c(Cl)c1
→ -16%, -16%, 5%
> O=C(Oc1ccc2cc(Br)ccc2c1)c1cccnc1
→ 7%, 9%, 2%
> C/C(=N\NC(=O)C(C)Nc1cccc(Cl)c1)c1ccc([N+](=O)[O-])cc1 (stereo not given)
→ 1%, -7%, 9%
> CCc1ccc2nc(SCC(=O)NCC3CCCO3)c(C#N)cc2c1 (stereo not given)
→ -3%, -3%, -4%
> Cc1ccc(CNC(=O)C2CCCN(Cc3cnn(-c4ccccc4)c3-n3cccc3)C2)cc1 (stereo not given)
→ -5%, 2%, 0%
> Cc1ccccc1N1C(=O)[C@@H]2Cc3ccccc3CN2C1=O
→ 7%, 4%, 7%
> COc1ccc(C(=O)C[n+]2cn(C(F)F)c3ccccc32)c(F)c1
→ -6%, 4%, 9%
> CCCCn1c(=O)[nH]c(=O)c2c1nc(-c1ccccc1OC(F)F)n2C
→ 8%, 8%, nt
> COc1cc(CN2CCC(CO)(Cc3cccc(C(F)(F)F)c3)CC2)ccc1F
→ 2%, nt, 8%
> CC1=CCC2CC1C2(C)C (stereo not given)
→ nt, -1%, 7%
> CCn1c2ccccc2c2nnc(SCC(N)=O)nc21
→ 2%, nt, 4%
> COCc1nnc(NC(=O)c2cccc(NC(=O)C(C)C)c2)s1
→ -3%, -3%, -5%
> COc1cccc(-c2cc(C(=O)N3CCN(Cc4ccc5c(c4)OCO5)CC3)on2)c1
→ 2%, -2%, nt
> CC(NS(=O)(=O)c1ccc2c(c1)OCCCO2)C(=O)O (stereo not given)
→ -3%, 0%, 3%
> O=C(CSc1nnc(CNc2ccc(F)cc2)n1CC1CCCO1)N1CCOCC1 (stereo not given)
→ -6%, -8%, 0%
> O=C1c2ccc(Oc3ccc([N+](=O)[O-])cc3)cc2C(=O)N1c1ccncc1
→ -3%, 1%, 6%
> C=CCn1c(SCC(=O)NCCCO)nc2sc3c(c2c1=O)CCC3
→ 7%, -11%, nt
> Cc1ccc(NC2=CC(=O)CC(c3ccc(Cl)cc3)C2)cc1 (stereo not given)
→ -1%, 3%, 5%
> CC(=O)N1CCN=C1SCc1cccc(F)c1
→ 19%, -15%, 1%
> Cc1cc(C)c2c(=O)[nH]c(SCc3ccc([N+](=O)[O-])cc3)nc2n1
→ ?, -4%, nt
> COC(=O)CNC(=O)Cn1cnc2sc(C)c(S(=O)(=O)N3CCN(c4ccccc4OC)CC3)c2c1=O
→ -1%, 0%, 9%
> Cc1ccccc1CN(C)CC(=O)Nc1cccc(S(=O)(=O)N(C)c2ccccc2)c1
→ -10%, 0%, -1%
> O=c1cc(-c2ccccc2)n2c(SCc3ccc(Cl)cc3)nnc2[nH]1
→ -4%, nt, -5%
> CCc1nnc(NC(=O)CSCc2cc(=O)n3nc(C(C)C)sc3n2)s1
→ -13%, 0%, 2%
> CC(C)CCNC(=O)c1onc(CSc2ccc(F)cc2)c1C(=O)NCCC(C)C
→ -12%, 7%, nt
> COCCCN1C(=O)C(=O)/C(=C(/O)c2ccc(C)cc2)C1/C=C/c1ccccc1 (stereo not given)
→ 5%, -5%, -4%
> O=C(Nc1nc2ccccc2n1CCN1CCOCC1)c1ccc(COc2ccccc2Br)o1
→ -3%, -14%, 8%
> Oc1cccc2ccc(Nc3ccccn3)nc12
→ 2%, -28%, 14%

Following part.
Values run as follows: FEN1 inhibitor, N370S GC mod, TDP1 block
> CC(=O)c1ccc(NC(=O)COCc2cc(-c3ccco3)on2)cc1
→ -1%, nt, 7%
> CCC(C(=O)NCc1cccnc1)c1ccccc1 (stereo not given)
→ 4%, -18%, -3%
> CC(=O)c1ccc(-c2cccc([C@H]3[C@@H]4C=CC[C@@H](C)[C@@H]4C(=O)N3Cc3ccccc3)c2)cc1
→ -22%, -3%, 1%[56.1 µM]
> Cc1ccc(OCc2nn3c(-c4ccco4)nnc3s2)cc1
→ -10%, -5%, -3%
> CCCN(CCC)CCNC(=O)CCC(=O)Nc1ccc2nc(N3CCN(C)CC3)cc(C)c2c1
→ -4%, ?, 0%
> COc1cc(C(=O)Nc2cccc(-n3cnnn3)c2)cc(OC)c1OC
→ 2%, -2%, 3%
> Cc1ccc(NC(=O)c2c(C)oc3ncn(CC(C)C)c(=O)c23)nc1
→ 11%, nt, 2%
> Cc1cc2nnc(SCC(=O)NCc3cccs3)n2c2ccccc12
→ 2%, -9%, -3%
> CCC(=O)NC1CC2CCCC(C1)N2Cc1ccc(C)cc1 (stereo not given)
→ -6%, 5%, 1%
> O=S(=O)(c1cccc(S(=O)(=O)N2CCC(N3CCCCC3)CC2)c1)N1CCOCC1
→ nt, -6%, -2%

A draw from above in order of formula weight, rising:
Values run as follows: FEN1 inhibitor, N370S GC mod, TDP1 block
> CCC(=O)NC1CC2CCCC(C1)N2Cc1ccc(C)cc1 (stereo not given)
→ -6%, 5%, 1%
> Cc1ccc(OCc2nn3c(-c4ccco4)nnc3s2)cc1
→ -10%, -5%, -3%
> COc1cc(C(=O)Nc2cccc(-n3cnnn3)c2)cc(OC)c1OC
→ 2%, -2%, 3%
> CC(=O)c1ccc(-c2cccc([C@H]3[C@@H]4C=CC[C@@H](C)[C@@H]4C(=O)N3Cc3ccccc3)c2)cc1
→ -22%, -3%, 1%[56.1 µM]
> O=S(=O)(c1cccc(S(=O)(=O)N2CCC(N3CCCCC3)CC2)c1)N1CCOCC1
→ nt, -6%, -2%
> CCCN(CCC)CCNC(=O)CCC(=O)Nc1ccc2nc(N3CCN(C)CC3)cc(C)c2c1
→ -4%, ?, 0%

Continuation.
molecule | FEN1 inhibitor | N370S GC mod | TDP1 block
COC(=O)c1ccc(COc2ccccc2/C=N/O)o1 | -2% | ? | 1%
CCOc1cc(S(=O)(=O)n2nc(C)cc2C)ccc1F | 1% | -4% | -6%
Cc1ccccc1NC(=O)c1c(F)c(F)c(F)c(F)c1F | 2% | 5% | 3%
CC(C)Sc1nnc([C@H](Cc2ccccc2)NC(=O)OC(C)(C)C)o1 | -8% | 12% | nt
COc1ccc(C2C(C#N)=C(N)OC3=C2C(=O)CCC3)c(OC)c1OC (stereo not given) | -2% | -9% | 4%
Cc1ccc(CN2CCC(n3nccc3NC(=O)CCOc3ccccc3)CC2)cc1C | -7% | -7% | 3%
COC(=O)C1=C(C)OC(N)=C(C#N)C1c1ccc(OC)c(OC)c1OC (stereo not given) | 5% | -4% | 1%
Cc1ccc(NC(=O)CCn2nc(C)c(S(=O)(=O)N3CCCCC3)c2C)cc1Cl | -1% | nt | 9%
Cc1ccc(CNC(=O)CN2N=C(c3ccccc3)CCC2=O)cc1 | 19% | nt | 5%
CCn1cc(C(=O)NC2CCCCC2)c(=O)c2ccc(C)nc21 | -5% | 5% | -2%
CCOC(=O)c1ccsc1NC(=O)c1ccco1 | -7% | 2% | -2%
COc1cc(C(=S)N2CCC(C(N)=O)CC2)ccc1O | 4% | 1% | -1%
COc1ccc(CC(=O)Nc2ccc(S(=O)(=O)NC(C)C)cc2)cc1 | -8% | -2% | 0%
CCOc1ccc(OCCC(=O)N(CC(=O)Nc2ccccc2C(F)(F)F)Cc2ccco2)cc1 | 2% | -4% | 1%
COC(=O)c1sc2nc(C)cc(-c3ccccc3)c2c1N | -12% | 23% | nt
CCC(C(=O)NC1CCCC1)N(C(=O)Cn1nnc(-c2ccc(C)o2)n1)c1ccc(F)cc1 (stereo not given) | 7% | 1% | 9%
COc1cccc(C2CC(c3cccs3)=NN2C(=O)CSc2nc3c(cnn3-c3ccc(F)cc3)c(=O)[nH]2)c1OC (stereo not given) | 18µM* | 7% | 3%
COc1ccc(N2C(=O)CC(Cc3ccc(Br)cc3)C2=O)cc1 (stereo not given) | 20% | -8% | 0%
CC(C)(C)N/C=C(\C#N)S(=O)(=O)c1ccc(Br)cc1 | 5% | 6% | 0%
CC1(C)CC(=O)C=C(NCc2ccccc2)C1 | 4% | 6% | -10%
Cc1nc(NNC(=O)c2ccc(Cl)cc2Cl)cc(-c2ccccc2)n1 | -1% | ? | 5%
CCC(=O)N(Cc1ccco1)Cc1cc2cc3c(cc2[nH]c1=O)OCO3 | 0% | 20% | 6%
CCCNC(=O)c1nc(C)c(C)nc1C(=O)Nc1cccc(Cl)c1 | -5% | 2% | 5%
Cc1nn(C(C)C(=O)NC2CCCCC2)c(=O)c2nn(-c3ccccc3)c(C)c12 (stereo not given) | 2% | -3% | 3%
O=C(NCc1cccnc1)/C(=C/c1ccccc1)NC(=O)c1ccccc1 | -5% | 2% | -2%
CCc1ccc(CN(C)C(=O)C2CCC(=O)N(Cc3cccc(OC)c3)C2)nc1 (stereo not given) | -8% | -6% | 2%
COc1ccc(CN2CCNC(=O)C2CC(=O)NC2CCC2)c(OC)c1 (stereo not given) | 0% | 3% | 4%
COc1ccc(-n2c(SCC(=O)NCC3CCCO3)nc3c([nH]c4ccccc43)c2=O)cc1OC (stereo not given) | -15% | 4% | 4%
COC(=O)Cn1c(=NC(=O)c2nc3ccccc3s2)sc2cc(S(N)(=O)=O)ccc21 | 3% | 1% | 3%
Cc1ccc(S(=O)(=O)/C(C#N)=C/c2c(N3CCN(C)CC3)nc3c(C)cccn3c2=O)cc1 | -13% | -20% | 8%
CNS(=O)(=O)c1cc(O)c2c(S(=O)(=O)NC)cccc2c1 | -5% | -12% | -3%
CCOC(=O)C1CCN(Cc2oc(CO)cc(=O)c2O)CC1 | -6% | 28% | -7%
COc1ccc(C(=O)Nc2ccccc2)cc1S(=O)(=O)Nc1ccc(Br)cc1 | -9% | nt | 2%[12.3 µM]
CCN(C(=O)c1sc2nc3n(c(=O)c2c1C)CCCCC3)c1ccc(OC)cc1 | -2% | nt | 10%
COc1ccc(CN(C)c2ncnc(N)n2)cc1 | -3% | 0% | 3%
Nc1ccc(C(=O)N2CCN(S(=O)(=O)c3ccc(Cl)s3)CC2)cc1[N+](=O)[O-] | 20% | -13% | -9%[0.505 µM]
Cc1cc(N2CCCC2)ccc1/C=N/n1cnnc1 | ? | 0% | -7%
CCn1cc(C(=O)NCCc2ccccc2C)c(=O)c2ccc(C)nc21 | -6% | -1% | nt
Cc1ccc2cc(/C=N/NC(=O)CN3CCCCC3)c(Cl)nc2c1 | -4% | -2% | -2%
CCN(CC)CCC(c1ccc2c(c1)OCO2)c1c(O)cc(OC)cc1OC (stereo not given) | 1%&1% | -14%&5% | 14%&5%
